Screening data from PubChem.
hcDAF-12 act – H. contortus DAF-12 activation, primary screen | HEK293 hcDAF-12 lit1-tk-luc reporter, luminescence; 0% DMSO, 100% Δ7-dafachronic acid | activation, % at 6.8 µM | 370,000 compounds, 1.4% hits | AID 652067;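 active = activation above the mean of all tested compounds plus 3 SD, cut at about 5.5% in these data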;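 also: 100% = response to 3 µM Δ7-dafachronic acid high control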
DAX1 inh-1 – inhibits human nuclear receptor DAX1. inhibition, % at 6.75 µM. AID 504766. HEK293 Gal4-DAX1 luciferase reporter, luminescence. P51843. 340,000 compounds, 0.99% hits;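 active = inhibition above the mean over all tested compounds plus 3 SD, cut at about 4.2% in these data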;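 also: 0% = DAX1-transfected cells with DMSO and 100% = empty-vector control cells with DMSO; inhibition shows as a rise in luminescence from relieved DAX1 repression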
FXN GAA850 act – activators of GAA850 frataxin (FXN) promoter; HEK293 lucGAA850 FXN promoter luciferase reporter, 24 h; percent of 10 µM SAHA response; activation, % at 6 µM; 360,000 compounds, 0.56% hits;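 active = activation above the average of all compounds screened plus 3 SD, cutoff fixed separately per campaign, cut at about 7.5% in these data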;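 also: 0% = DMSO wells and 100% = 10 µM SAHA wells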
ssDAF12 agonist – S. stercoralis DAF-12 activation, primary screen. activation, % at 6.8 µM. 370,000 compounds, 1% hits. HEK293 ssDAF-12/GRIP1 lit1-tk-luc reporter, luminescence; % of 3 µM dafachronic acid response. AID 652126;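 active = activation above the mean over all tested compounds plus 3 SD, cut at about 0.9% in these data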;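 also: 0% = DMSO-only wells and 100% = 3 µM delta7-dafachronic acid wells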
SMARCA2 act – SMARCA2 function activation, primary screen; activation, % at 9.1 µM; 370,000 compounds, 1% hits; MG213 cells, MMTV-luciferase reporter, dexamethasone, overnight; in the data active = activation above about 7.8%;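 also: 0% = vehicle wells and 100% = reference activator wells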
hgDAF-12 ag – agonists of H. glycines DAF-12 nuclear receptor; HEK293 GAL4-hgDAF12 UAS-luciferase reporter, agonist luminescence; normalized to butyrate control; activation, % at 6.8 µM; 370,000 compounds, 1.8% hits; AID 687014;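 active = activation above a cutoff set at the mean of all screened compounds plus 3 SD, cut at about 10% in these data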;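 also: 0% = DMSO wells and 100% = sodium butyrate wells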
sPLA2-III inh – Inhibits HGIII-sPLA2 liposome hydrolysis, primary screen | QFRET BODIPY PC-A2 liposome hydrolysis, fluorescence | inhibition, % at 12.2 µM | 370,000 compounds, 0.56% hits;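 active = inhibition above mean plus 3 SD of compounds lying within the high and low control bounds, cut at about 19% in these data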;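 also: 0% = median of test compound wells and 100% = no enzyme DMSO wells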
NPR2 activator – GC-B (human) receptor activation. HEK293-GC-B cells, CNP EC30, cGMP TR-FRET; 0% at EC30 CNP, 100% saturating CNP. activation, % at 10 µM. AID 1920062. 370,000 compounds, 0.11% hits;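 active = activation at 10 µM reaching about 35% in either raw or pattern-adjusted values, limit read from the data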
ADAM10 inh – inhibitors of human ADAM10; O14672; recombinant ADAM10, EDANS/DABCYL FRET peptide cleavage, 3 h; inhibition, % at 7 µM; 370,000 compounds, 0.62% hits;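 active = inhibition above a per-campaign cutoff equal to the mean of compounds falling between control-based bounds plus 3 SD, cut at about 20% in these data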;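 also: 0% = DMSO wells while the 100% control is not disclosed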
DAX1 inh-2 – DAX1 (NR0B1) inhibition, primary screen; AID 652010; inhibition, % at 6.8 µM; HEK293T StAR-luciferase reporter, SF-1/DAX-1 repression relief; 370,000 compounds, 1.1% hits;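 active = inhibition above the mean over all tested compounds plus 3 SD, cut at about 3.6% in these data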;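 also: 0% = DAX-1 cells with DMSO and 100% = cells lacking DAX-1 with DMSO; higher inhibition means more luminescence from relief of DAX-1 repression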
GC-A act – GC-A (human) enzyme activation | P16066 | HEK293 GC-A cells, cGMP TR-FRET, EC30 ANP; 0% at EC30 ANP, 100% saturating ANP | activation, % at 10 µM | 370,000 compounds, 0.14% hits | AID 1671463; in the data active = activation above about 40%
Target sequence (P16066 whole entry, looked up): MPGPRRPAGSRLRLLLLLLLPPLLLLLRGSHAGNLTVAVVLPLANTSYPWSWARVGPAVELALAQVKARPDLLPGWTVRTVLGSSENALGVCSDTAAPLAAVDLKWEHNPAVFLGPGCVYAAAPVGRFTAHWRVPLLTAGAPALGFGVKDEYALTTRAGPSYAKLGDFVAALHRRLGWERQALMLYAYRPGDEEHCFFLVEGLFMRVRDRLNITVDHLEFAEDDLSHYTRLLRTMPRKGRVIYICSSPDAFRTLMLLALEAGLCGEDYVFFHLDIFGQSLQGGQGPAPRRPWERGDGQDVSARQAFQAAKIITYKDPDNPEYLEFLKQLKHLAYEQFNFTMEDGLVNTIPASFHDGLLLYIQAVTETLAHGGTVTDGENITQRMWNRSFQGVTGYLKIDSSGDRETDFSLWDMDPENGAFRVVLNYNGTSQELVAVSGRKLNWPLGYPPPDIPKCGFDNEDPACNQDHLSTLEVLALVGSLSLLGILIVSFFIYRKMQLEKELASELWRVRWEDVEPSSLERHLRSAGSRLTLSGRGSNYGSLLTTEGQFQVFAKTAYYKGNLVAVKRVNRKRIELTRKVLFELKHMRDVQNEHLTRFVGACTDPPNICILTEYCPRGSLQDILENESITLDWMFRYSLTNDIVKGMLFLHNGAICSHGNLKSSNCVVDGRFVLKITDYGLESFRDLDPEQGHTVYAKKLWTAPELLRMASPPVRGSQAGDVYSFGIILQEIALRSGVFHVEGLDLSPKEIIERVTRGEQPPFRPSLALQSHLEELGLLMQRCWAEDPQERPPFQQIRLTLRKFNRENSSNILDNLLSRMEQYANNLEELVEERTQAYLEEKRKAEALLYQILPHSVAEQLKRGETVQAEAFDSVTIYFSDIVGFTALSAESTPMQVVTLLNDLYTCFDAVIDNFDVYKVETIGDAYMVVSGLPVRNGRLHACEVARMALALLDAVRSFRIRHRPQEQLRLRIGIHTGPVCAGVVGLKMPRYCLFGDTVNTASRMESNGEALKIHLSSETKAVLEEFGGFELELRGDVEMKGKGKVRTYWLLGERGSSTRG
An asterisk follows results filed as active; i = inactive; / = no result given. Rows are unselected. About 6.6% of those tested had a hit in this group.

SMILES	hcDAF-12 act	DAX1 inh-1	FXN GAA850 act	ssDAF12 agonist	SMARCA2 act	hgDAF-12 ag	sPLA2-III inh	NPR2 activator	ADAM10 inh	DAX1 inh-2	GC-A act
CCc1noc(C)c1C(=O)NCCc1ccc(S(N)(=O)=O)cc1	0.7	2.3	-2.7	-1.1	-2.3	2.0	8.4	3.8	-4.5	0.7	2.9
COC(CC(=O)NNC(=S)Nc1ccccc1)OC	0.0	1.3	1.6	-1.6	-0.3	1.1	8.6	11.2	-1.0	1.4	0.4
COC(=O)c1ccc(CSc2ccccc2C)o1	-2.6	-0.3	2.0	-1.1	-1.8	-2.9	-6.2	-4.6	3.2	0.2	1.7
CC1CC(C(=O)Nc2ccccc2)C(=O)O1 (stereo not given)	2.5	-1.1	-1.7	-1.2	3.9	1.4	-9.6	-0.9	2.9	0.0	0.5
CC(C)(O)[C@@H]1Cc2c(ccc3ccc(=O)oc23)O1	0.2	0.6	0.4	-1.0	-0.1	-0.9	5.0	0.7	i	-0.1	4.8
CNCC(O)COc1ccccc1 (stereo not given)	0.1	1.0	-0.6	-1.1	-2.5	0.0	6.0	8.3	2.4	0.3	-2.7
Cc1ccc(Cn2ccsc2=NC(=O)CCl)cc1	-1.1	-3.6	-5.7	-2.0	-13.0	-11.1	4.0	3.5	-3.4	-1.9	2.9
O=c1c2c(nc3nc(NCc4ccccc4Cl)[nH]n13)CCC2	-2.0	/	/	-1.4	-2.1	5.0	-1.7	2.8	-9.1	-0.6	2.0
O=C(Nc1ccc2ccccc2n1)c1ccccc1	13.2*	3.9	1.4	1.1*	5.5	19.7*	-0.5	0.3	1.2	1.7	12.2
CN1CCN(CC(=O)c2cc(C(C)(C)C)c(O)c(C(C)(C)C)c2)CC1	2.0	-0.3	0.3	-0.4	-2.6	-0.4	-1.8	6.9	9.2	-0.2	2.5
O=C(Nc1ccccn1)c1c(O)c2cccc3c2n(c1=O)CCC3	4.0	0.1	0.0	0.4	-1.8	-0.6	-2.6	-5.3	-13.6	0.3	2.7
Cc1ccc(S(=O)(=O)NN2C(=O)c3ccccc3NC2C)cc1 (stereo not given)	-1.8	0.3	2.0	-1.1	-3.4	-0.9	12.0	2.8	i	-0.7	-2.9
Cc1c(C(=O)C(=O)NCCc2ccc(S(N)(=O)=O)cc2)c2ccccc2n1C	-2.4	0.2	-0.3	-1.4	0.6	-2.9	1.0	-1.6	4.7	0.3	-2.9
O=C(Nc1cccc(F)c1)[C@@H]1CCCN1	-2.9	0.2	2.2	-1.2	-4.1	-0.4	13.1	-0.9	1.2	-0.3	3.7
CCN(CC)c1nc(N2CCOCC2)nc2ccccc12	-2.7	-1.8	1.9	-1.5	1.1	-2.4	5.7	-13.3	-16.7	0.3	-1.9
CCOC(=O)N1CCC(N2CCN(C3CCCC3)C(CCO)C2)CC1 (stereo not given)	-1.0	-0.2	1.6	-1.1	-2.2	-1.7	2.1	5.1	-7.4	0.2	-4.7
CC12CC(=O)C3C(CCC4=CC(=O)CCC43C)C1CC=C2CC(=O)O (stereo not given)	0.0	0.4	-0.6	-1.0	5.2	0.5	-1.3	2.7	7.3	-1.5	0.3
COc1ccccc1CNC(=O)[C@H](Cc1c[nH]c2ccccc12)NC(=O)[C@@H]1Cc2ccccc2CN1	2.2	0.6	-2.6	-0.7	-0.8	1.2	-7.5	-2.2	-1.5	-1.2	-1.6
Cc1cccc(-c2nc3ccccc3c(=O)n2N)c1	1.3	1.1	1.7	-0.7	-0.1	-0.6	-0.2	7.5	4.3	-0.4	1.1
O=C(NCC1CCN(c2ccc(S(=O)(=O)N3CCOCC3)cc2)CC1)Nc1ccccc1	-4.0	1.8	0.2	-1.3	-3.8	0.9	-19.4	1.2	1.7	-0.7	-4.3
CC1(C)OC(=O)C2=C(CC(CCc3ccccc3)OC2c2ccc(F)cc2)O1 (stereo not given)	-0.9	/	/	-1.2	-3.7	-1.2	10.4	3.5	-2.5	-0.6	-2.3
O=C(CN1CCN(c2ccccc2)CC1)Nc1ccccc1C(F)(F)F	-0.5	0.3	0.1	-1.3	3.2	-1.2	4.7	0.2	-1.4	-0.1	-2.2
COc1cccc(C(N)c2nc(-c3cc(F)cc(F)c3)cs2)c1 (stereo not given)	-1.3	/	-0.3	-1.0	-3.9	0.8	10.6	-1.9	-11.6	2.0	0.0
Cc1cc(C)nc(N(C#N)CN2C(=O)c3ccccc3S2(=O)=O)n1	0.8	1.2	-0.3	-0.7	0.5	0.1	0.2	-1.7	1.1	-0.2	3.9
Cc1ccc(Cn2c(O)c(N=NC(=S)Nc3ccccc3F)c3ccccc32)cc1	1.4	3.8	1.6	-1.6	1.8	-0.8	-1.0	5.4	-2.3	0.3	3.8
Following part:
SMILES	hcDAF-12 act	DAX1 inh-1	FXN GAA850 act	ssDAF12 agonist	SMARCA2 act	hgDAF-12 ag	sPLA2-III inh	NPR2 activator	ADAM10 inh	DAX1 inh-2	GC-A act
O=[N+]([O-])c1cc([N+](=O)[O-])c(N2CCCCCC2)cc1NCCO	-2.0	-0.3	1.2	-1.9	4.5	-4.3	0.9	0.3	8.2	-1.5	-1.2
C=CS(=O)(=O)N(Cc1ccc(F)cc1)C(=C)C(=O)OC	-3.5	/	/	-1.8	-11.9	-8.6	19.1	6.7	-7.5	-5.8	4.8
CCN1CCCCC(NC(=O)COCc2ccccc2)C1=O (stereo not given)	-2.4	/	/	-1.2	-1.4	-1.8	0.3	4.2	1.6	-0.9	6.1
N#CCC(=O)Nc1ccc(C(=O)OCC(=O)c2ccc3c(c2)NC(=O)CO3)cc1	-2.2	0.0	0.8	-1.2	-1.7	0.6	-56.7	-0.8	1.0	0.0	3.0
CC1CCN(C(=O)Cn2nnnc2CN2CCOCC2)CC1	-1.0	-0.4	3.2	-1.3	0.8	0.3	3.6	1.4	1.0	0.8	2.9
O=C(CCN1C(=O)S/C(=C/c2ccccc2)C1=O)Nc1ccc(O)c(C(=O)O)c1	-1.5	0.9	-0.2	-0.6	-4.7	0.0	-14.0	-6.0	5.0	-0.1	7.3
Cc1csc(Nc2ccc(Cl)cc2)n1	-1.5	1.0	3.9	0.0	0.4	8.7	-2.5	-0.2	1.0	1.3	2.2
C[C@H]1Cn2cnc(C(=O)NCc3ccc(CNC(=O)OC(C)(C)C)cc3)c2C(=O)N1	-1.7	0.1	0.6	-0.6	-3.2	-1.0	2.6	5.3	-4.3	-0.5	1.3
C/C(=N\NC(=O)c1cccs1)c1ccncc1	2.7	3.7	5.3	0.8	9.5*	14.8*	14.3	-0.3	-6.1	1.5	3.4
O=C(Cc1ccc(-c2ccccc2)cc1)Nc1ccccc1	-2.1	2.1	3.3	-1.0	3.8	0.8	2.4	1.1	7.7	-0.3	-3.2
COc1ccccc1-c1cnc(C(O)c2ccc(F)cc2C)[nH]1 (stereo not given)	-1.1	/	-0.8	-1.1	-2.8	-2.2	7.7	-9.9	-16.3	-1.0	-2.4
O=C(CCCN1C(=O)/C(=C/c2cccs2)SC1=S)NNC(=O)c1cccnc1	-1.0	-0.1	-4.2	-1.3	-0.3	-0.4	-11.7	-4.9	-3.0	0.3	-7.5
O=C(NCC(=O)N1CCN(Cc2ccccc2)CC1)c1ccc(Cl)cc1	0.7	-0.6	1.6	-1.4	-2.4	-2.0	3.8	-1.0	-8.9	-0.8	1.0
O=C(CCCn1c(=O)c2cccn2c2cccnc21)NCc1cccc(Br)c1	-1.1	0.2	0.2	-1.1	4.6	-0.9	7.1	-4.5	-2.7	0.2	-10.9
CC(C)c1noc2ncc(C(=O)c3cc(Cl)cc(Cl)c3O)cc12	0.4	-0.1	0.5	-1.1	-1.4	0.2	-3.2	-4.8	2.4	-0.3	-1.7
Cc1ccc(-n2cccc2/C=C2\C(=N)N3N=C(C(C)C)SC3=NC2=O)cc1	4.8	-0.7	0.6	-2.0	0.4	1.7	-5.5	-2.6	12.1	0.1	-2.7
O=C(Nc1ccccc1)c1ccc(F)cc1F	1.7	0.9	3.3	-0.2	3.9	2.0	6.7	1.1	9.6	0.5	1.4
Cc1cc(C)cc(N(CC(=O)NC2CCC(C)CC2)S(=O)(=O)c2c(C)noc2C)c1 (stereo not given)	-2.2	-0.6	-0.7	-0.9	-2.5	0.9	14.0	-11.3	-21.8	1.6	-3.7
COc1ccc(NS(=O)(=O)c2ccc3c(c2)n(C)c(=O)n3C)cc1	-1.6	-0.2	-1.4	-1.6	3.4	-1.7	-2.0	2.2	2.8	-0.2	-1.7
CC1(C(=O)NS(=O)(=O)c2ccccc2C(F)(F)F)CCN1C(=O)COc1ccc(Cl)cc1 (stereo not given)	-2.4	/	0.3	-1.4	-1.3	-0.6	-6.5	2.1	-2.3	1.1	1.5
Cc1ccc(C(=O)NN2CCOCC2)cc1	0.7	0.4	0.9	-1.4	1.0	-0.7	-1.9	1.2	3.7	0.1	0.8
O=C(Nc1ccncc1)c1cccs1	-1.6	1.6	-1.4	-1.1	-4.2	7.0	10.2	1.9	-8.8	-0.6	1.6
CCCC1=[N+](CC)CCn2c(C)ccc21	-0.1	1.9	-2.9	-1.9	-4.0	-3.1	2.9	-0.3	5.1	1.2	0.6
CCCNC(=O)C1(C)CCN(Cc2csc(-c3ccc(Cl)cc3)n2)C1 (stereo not given)	-0.7	/	0.1	-1.3	-0.9	-2.4	-9.3	-7.3	0.8	-3.7	1.4
O=C(O)C(Oc1ccc2c3c(c(=O)oc2c1)CCC3)c1ccccc1 (stereo not given)	-1.5	-0.8	-0.7	-1.1	-4.9	2.7	1.1	-0.2	-291.7	0.7	2.9
(more compounds)
SMILES	hcDAF-12 act	DAX1 inh-1	FXN GAA850 act	ssDAF12 agonist	SMARCA2 act	hgDAF-12 ag	sPLA2-III inh	NPR2 activator	ADAM10 inh	DAX1 inh-2	GC-A act
O=C(NC(=S)NCc1ccco1)c1ccccc1[N+](=O)[O-]	-1.1	0.4	-0.9	-0.9	1.0	0.5	-5.2	-4.9	0.1	-4.1	3.1
COc1ccc(N(CC(=O)N/N=C/c2ccc3c(c2)OCO3)S(=O)(=O)c2ccc(NC(C)=O)cc2)cc1	-1.2	-1.0	1.8	-1.1	0.9	-1.4	-8.6	4.6	0.4	-0.7	-7.3
NC(=O)c1cc2ccccc2o/c1=N\NC(=O)c1ccco1	-0.9	-0.4	3.7	-1.1	-0.2	2.7	1.5	-1.2	1.6	-0.8	-0.7
COc1ccc(C)cc1C1=CC(=O)C[C@H](c2ccc(F)cc2)C1	-2.3	-0.3	0.7	-1.7	0.8	-2.7	5.3	-0.8	-0.1	0.0	5.8
CCOc1ccc(C(=O)CCN2CCOCC2)cc1	-2.8	0.5	1.6	-1.3	-2.8	0.5	5.2	-4.0	4.1	0.3	9.9
COc1ccc(NC(=O)CN(C)C(=O)C2CC(=O)N(c3cccc4ccccc34)C2)cc1 (stereo not given)	-1.5	0.6	0.3	-1.3	-2.1	-1.2	10.4	2.0	-16.7	-0.5	3.1
